mouse EphA4 binding – inhibitors of EphA4 binding to KYL peptide, primary screen, biochemical, colorimetric, mouse EphA4 (AID 689); EphA4-AP binding to KYL peptide, pNPP A405; higher % means a stronger effect; inhibition, % at 10 µM, or IC50 in µM where a hit was titrated; actives 0.1% (n = 62,000); in the data active = a potency from the dose series; inactive = the rest, 99 in 100 with inhibition below about 22%
Starred values were filed as active, the others as inactive; & = joins results of further samples. Some of the compounds tested; the hit share may differ from the screen's.

mouse EphA4 binding | Structure
-8% | COc1ccc(CC(=O)O/N=C(\N)Cc2ccc(OC)cc2)cc1
0% | COc1ccc(C(c2nnnn2Cc2cccs2)N2CCC(C(N)=O)CC2)c(OC)c1 (stereo not drawn)
-6% | Cc1ccc(OC(=O)c2oc3ccc(F)cc3c2C)c(C)c1
1% | CCC1CCCCN1CC(=O)Nc1cc(C)nn1-c1nc(C)cc(C)n1 (stereo not drawn)
-6% | CCCSC(=S)NC1CCS(=O)(=O)C1 (stereo not drawn)
-2% | O=C(NCc1cccnc1)c1ccc(S(=O)(=O)N2CCOCC2)cc1
-9% | COc1ccc(-n2c(Cc3cccn3C)nnc2SCC(=O)Nc2cccc(NC(C)=O)c2)cc1
-9% | CCN1C(=O)/C(=C\c2ccco2)C(C(=O)OC)=C1C
-17% | Cc1ccc(S(=O)(=O)Cn2nnnc2C(C(C)C)N2CCSCC2)cc1 (stereo not drawn)
3% | CC(=O)Nc1cc(-c2nn3c(C)nnc3s2)ccc1C
2% | CCC(C(=O)Nc1ccc(Br)cc1)c1ccccc1 (stereo not drawn)
-21% | Cc1ccc2c(Cl)c(C(=O)NCc3cccnc3)sc2c1
1% | Cc1ccc(-c2noc(CCC(=O)Nc3ccccc3N3CCN(C)CC3)n2)cc1
20µM* | CCOC(=O)c1cc(OC(=O)c2ccccc2OC)n(-c2ccccc2)n1
0% | COc1ccc(S(=O)(=O)N2CCCCC2)cc1
1% | CCOc1cccc(/C=C2/C(=O)NN(c3cc(Cl)cc(Cl)c3)C2=O)c1O
0% | CCn1c(O)c(C=NCc2cccs2)c(=O)n(CC)c1=S
-2% | CCc1ccc(C(=O)CSC2=C(C#N)C(c3ccco3)C(C(C)=O)=C(C)N2)cc1 (stereo not drawn)
-8% | N=c1c2c3c(sc2ncn1CCN1CCOCC1)CCCC3
0% | O=C(Nc1ccc(Oc2ccccc2)cc1)c1cnc2n(c1=O)CCS2
-8% | O=C(NNc1cccc(Cl)n1)Nc1ccc(Cl)cc1
1% | COC(=O)c1ccc(CN(C)S(=O)(=O)c2ccc(C)cc2)o1
-8% | O=C(c1ccc(Cl)cc1)c1cnc(Nc2ccccc2)s1
-6% | O=C1c2ccccc2C(=O)N1CCCCN(C(=O)c1cccc([N+](=O)[O-])c1)c1ccc(Cl)cc1
-4% | Cc1cc(C(=O)CSc2nnc(N)s2)c(C)n1CCc1ccc(Cl)cc1
-21% | Cc1cc(NC(=O)COC(=O)c2ccc(NS(=O)(=O)c3ccc(C)c(C)c3)cc2)no1
-3% | N#Cc1ccsc1NC(=O)CN1CCCCCC1
-2% | Cc1ccccc1C(=O)NC(=S)Nc1ccc(Oc2ccc(Cl)cc2)cc1
-7% | Cc1cc(C)c(S(=O)(=O)Nc2ccc(O)cc2)cc1C
-33% | CCOC(=O)[C@H]1CCC[C@@H](NS(=O)(=O)c2ccc(NC(C)=O)cc2)C1
1% | N#CCSC1=Nc2ccccc2C2=NC(CCC(=O)N3CCN(c4ccccc4)CC3)C(=O)N12 (stereo not drawn)
2% | CC(C)(C)S(=O)(=O)c1nc2ccccc2s1
-5% | C=CCNC(=O)c1ccncc1
7% | CCCCNC(=O)c1ccc(N2CCOCC2)c(NS(=O)(=O)c2ccc(OC)cc2)c1
-4% | Cc1cccc(NC(=O)COc2c(C)cc(C)cc2C)c1
-6% | Cc1cc(N2CCOCC2)nc(-c2ccc([N+](=O)[O-])cc2)n1
12% | O=C(CSc1nnc(SCc2ccc(Cl)cc2)s1)N1CCOCC1
-2% | Clc1ccc(Cn2c(-c3cccnc3Cl)nc3ccccc32)cc1
-7% | CCCCOc1ccc(C(=O)N/C(=C\c2ccc(OC)cc2)C(=O)OCc2ccco2)cc1
-8% | COC(=O)c1nn(-c2ccccc2)c(Sc2ccc(C)cc2)c1/C=N/O

Grouped by structure, the compounds so far with a Cl atom.
mouse EphA4 binding | Structure
-21% | Cc1ccc2c(Cl)c(C(=O)NCc3cccnc3)sc2c1
1% | CCOc1cccc(/C=C2/C(=O)NN(c3cc(Cl)cc(Cl)c3)C2=O)c1O
-8% | O=C(NNc1cccc(Cl)n1)Nc1ccc(Cl)cc1
-8% | O=C(c1ccc(Cl)cc1)c1cnc(Nc2ccccc2)s1
-6% | O=C1c2ccccc2C(=O)N1CCCCN(C(=O)c1cccc([N+](=O)[O-])c1)c1ccc(Cl)cc1
-4% | Cc1cc(C(=O)CSc2nnc(N)s2)c(C)n1CCc1ccc(Cl)cc1
-2% | Cc1ccccc1C(=O)NC(=S)Nc1ccc(Oc2ccc(Cl)cc2)cc1
12% | O=C(CSc1nnc(SCc2ccc(Cl)cc2)s1)N1CCOCC1
-2% | Clc1ccc(Cn2c(-c3cccnc3Cl)nc3ccccc32)cc1

Further structures
mouse EphA4 binding | Structure
-2% | O=C(NC(=S)Nc1ccc2oc(-c3ccc(-c4ccccc4)cc3)nc2c1)c1ccco1
-5% | O=C(Oc1ccc(Cl)cc1Cl)c1c(F)cccc1F
5% | COc1cccc(CN(Cc2cccnc2)S(=O)(=O)c2ccc(-n3cnnn3)c(C)c2)c1OC
-2% | CCc1ccccc1NC(=O)CN(c1ccc(Cl)cc1)S(C)(=O)=O
1% | Nc1c(-c2ccccc2)nc(Cl)nc1-c1ccccc1
2% | C/C(=N\Nc1cc(Cl)nc(C)n1)c1ccccc1
-8% | Cc1ccc(N/C=C/C(=O)C(C)(C)C)c(O)c1
-7% | COc1ccc(C(=S)Nc2ccccc2)cc1
-9% | Cc1cc(=O)[nH]c(-n2nc(C)cc2C)n1
-6% | C=CCc1ccccc1OCC(O)CN1CCN(c2ccccc2F)CC1 (stereo not drawn)
-6% | CCOC(=O)c1ccc(NC(=O)C2(c3ccccc3)CCCC2)cc1
4% | O=C(CSc1nnc(-c2ccccn2)n1Cc1ccco1)c1ccccc1
-9% | CC(=O)N1SC(N)=NC1c1ccccc1 (stereo not drawn)
6% | O=C(CCCc1nc(-c2ccccc2)no1)NCc1cccnc1
-10% | O=C(c1cccs1)N1CCC(c2nc3ccccc3s2)CC1
-6% | O=C(O)CCC(=O)N1CCOc2ccc(Cl)cc21
1% | CCOC(=O)c1nnn(-c2nonc2-n2cccc2)c1CN1CCCCC1
-8% | O=C1CCc2cc(S(=O)(=O)NCCC(=O)NC3CCN(Cc4ccccc4)CC3)ccc2N1
2% | COc1cc(OC)c(C(=O)Oc2ccc3c(c2)OCO3)cc1OC
0% | CCCCn1nc2cc(C(=O)NCCc3ccc(C)cc3)ccc2c1OCC
-14% | CCC1(C)OC(=O)N(CCCn2ccnc2C)C1(C)O (stereo not drawn)
-12% | Cc1ccccc1OCC(=O)NCCC(=O)O
-5% | Cc1nnc(C)n1/N=C/c1ccc(-c2ccccc2)cc1
7% | Cc1ccc2cc(C(c3nnnn3C3CCCC3)N(Cc3ccccc3)Cc3ccco3)c(=O)[nH]c2c1 (stereo not drawn)
-21% | O=C(O)CSc1nc(-c2ccccc2)nc2c1oc1ccccc12
-8% | O=C(CN1C(=O)c2cccc3cccc1c23)NCc1ccncc1
5% | O=C(COc1ccc(Cl)cc1)N(c1ccccc1)c1ccccc1
-9% | COCCn1c(C)cc(C2=NNC(=Nc3ccccc3)SC2)c1C
2% | CC(C)c1ccc2oc(-c3cc(N)ccc3O)nc2c1
-4% | Cc1ccc(C(=O)NC(=S)Nc2cccc3c(C)cc(C)nc23)cc1
2% | COc1ccc(C(=O)NN(C)c2nc(-c3ccccc3)nnc2C(F)(F)F)cc1
31% | CCOC(=O)c1c(-c2ccccc2)nc2ccc(C)cn12
-4% | COc1ccc(/C=C(\C#N)C(=O)NCC2CCCO2)cc1OC (stereo not drawn)
2% | Cc1cn(S(=O)(=O)c2ccc3ccccc3c2)cn1
-4% | O=C(/C=C\Nc1ccc2c(c1)OCO2)c1cccs1
-6% | O=C(CSc1nnc(COc2ccc(Cl)cc2)n1Cc1ccco1)c1ccccc1F
-12% | COC(=O)c1ccccc1NC(=O)c1ccc(I)cc1
1% | CCC(CC)C(=O)Nc1cccc(/C(C)=N/NC(=O)c2c(Br)cnn2C)c1
-8% | Cc1nc2ccccc2nc1OCC(=O)NCc1ccc2c(c1)OCO2
-11% | CSc1nnc(Cn2c(=O)sc3ccccc32)n1-c1cccc(Cl)c1
-3% | c1ccc(Nc2ncnc3sc4c(c23)CCC4)cc1
18% | Cc1ccc(CN2CN(S(=O)(=O)c3cccs3)c3nc4ccccc4nc32)cc1
-6% | O=C(Nc1nccs1)C1CCN(S(=O)(=O)c2cccnc2)CC1
-3% | O=C(c1cc2ccccc2cc1OCC(O)CN1CCCCC1)N1CCCCC1 (stereo not drawn)
2%&-4% | COc1cc(/C=N\n2nnnc2N)ccc1OCc1ccc(F)cc1
-12% | COc1ccccc1N(CN1CCCC1=O)C(=O)c1ccccc1F
0% | Cc1nc2ccccc2n1-c1ccccc1
6% | COc1ccc2nc(NC(=O)CSc3ccccc3)sc2c1
8% | COc1ccc2[nH]c(=O)c(CN(Cc3ccccc3OC)Cc3nnnn3CC3CCCO3)cc2c1 (stereo not drawn)
-13% | COc1ccc(C(CC(=O)O)NC(=O)COc2ccccc2OC)cc1OC (stereo not drawn)
-10% | CCOc1ccc(Cn2c(SCCCCC#N)nc3c2c(=O)n(C)c(=O)n3C)cc1OCC
1% | Cc1ccc(-n2c(C)cc(C(=O)OCC(=O)N(CC(C)C)C3CCS(=O)(=O)C3)c2C)cc1 (stereo not drawn)
-2% | CCOc1ccccc1NC(=O)C12CC3CC(C1)CC(c1ccc(C)cc1)(C3)C2
-5% | COCCn1c(SCC(=O)c2ccc(CNC(C)=O)o2)nc2ccccc2c1=O
1% | O=S1(=O)C=C(Oc2ccc3ccccc3c2)c2ccccc21
-2% | CN1CCN(CCC(=O)Nc2ccc(F)c(F)c2)CC1
-17% | FC(F)(F)c1cc(-c2cccs2)nc(NCc2ccco2)n1
-11% | O=C1c2ccccc2C(=O)N1Cc1nc2ccccc2c(=O)n1Cc1ccco1
-24% | CC1(C)N=C(N)NC(Nc2ccccc2)=N1
-7% | O=C(O)C1CCCCC1C(=O)NCc1ccccc1 (stereo not drawn)

mouse EphA4 binding: entries above that show a hit.
mouse EphA4 binding | Structure
20µM* | CCOC(=O)c1cc(OC(=O)c2ccccc2OC)n(-c2ccccc2)n1

(more compounds)
mouse EphA4 binding | Structure
-5% | O=C(c1cccc([N+](=O)[O-])c1)N1N=C(c2ccccc2)CC1(O)C(F)(F)F (stereo not drawn)
-2% | O=C(c1cc2ncc(Br)cn2n1)N1CCOCC1
-4% | Cc1ccccc1N1C(=O)c2ccccc2C1Nc1cccnc1 (stereo not drawn)
-22% | CN(C)c1ccc(C=C2C(=O)OC(C)(C(C)(C)C)OC2=O)cc1 (stereo not drawn)
-6% | CC(C)OC(=O)CC12CN(C)CC(CC(=O)OC(C)C)(CN(C)C1)C2=O
-12% | CCCn1nnc(NC(=O)c2ccc(OC)cc2)n1
1% | COC(=O)C(C)N1C(=O)S/C(=C/c2cc(C)n(-c3ccccn3)c2C)C1=O (stereo not drawn)
-3% | COCCNC(=O)CS(=O)Cc1nc(-c2ccc(Cl)cc2)oc1C (stereo not drawn)
1% | CC(Oc1ccccc1Br)C(=O)N1CCc2ccccc21 (stereo not drawn)
-4% | Cc1csc(NC(=O)c2cccc(C)c2C)n1
-7% | COc1cccc(NC(=O)COC(=O)c2c3c(nc4ccccc24)CCC(C)C3)c1 (stereo not drawn)
2% | C/C(CC(=O)NCc1ccco1)=N\NC(=O)Cc1cccc2ccccc12
7% | COC(=O)C(C)N(C(=O)c1ccc(C(=O)c2ccccc2)cc1)c1c(C)cccc1C (stereo not drawn)
-5% | Cc1ccccc1S(=O)(=O)Cc1ccc(C(=O)NCCCN2CCN(C)CC2)o1
-15% | Cc1c(C(=O)N2CCN(c3ccc(F)cc3)CC2)sc2nc(-c3ccccc3)cn12
21% | O=C(CN1CCN(c2ccc(F)cc2)CC1)Nc1cccc(C(F)(F)F)c1
-10% | Cc1cccn2c(=O)c(C=NCc3ccco3)c(Nc3ccc(SC(F)F)cc3)nc12
-11% | CCc1nc(SCCO)c2oc3ccccc3c2n1
-17% | CCOc1cc2[nH]c(=O)n(CC3CCC(C(=O)NCCCOC)CC3)c(=O)c2cc1OCC (stereo not drawn)
-14% | CC(=O)c1ccc(S(=O)(=O)N(Cc2cc3cc4c(cc3[nH]c2=O)OCCO4)CC2CCCO2)cc1 (stereo not drawn)
-6% | CC(C)c1cc(C(=O)Nc2cccc(Cl)c2)no1
11% | CCOC(=O)c1ccc(N2CSC3=C(C#N)C(c4cccs4)CC(=O)N3C2)cc1 (stereo not drawn)
9% | Cc1ccc(C)c(S(=O)(=O)Nc2cc(Br)c(O)c3ccccc23)c1
0% | Cc1cc2nc(-c3cccc(NC(=S)NC(=O)c4ccco4)c3)oc2cc1C
-3% | Cc1nc(N2CCCC2C(=O)O)c2oc3ccccc3c2n1 (stereo not drawn)
-8% | O=S(=O)(Nc1ccc(F)cc1)c1ccc2c(c1)Cc1cc(S(=O)(=O)Nc3ccc(F)cc3)ccc1-2
-6% | O=C(CSc1nc2ccccc2o1)NCCOc1ccccc1
-3% | CCOc1ccccc1Nc1nc(-c2sc(NC(=O)c3cccc(Cl)c3)nc2C)cs1
33% | Cc1ccc(S(=O)(=O)c2c(N)n(/N=C/c3ccco3)c3nc4ccccc4nc23)cc1C
33% | CC(=O)c1nc2ccccc2n1S(=O)(=O)c1ccc(Cl)cc1

Part of the list above in another layout.
> CCOc1cccc(/C=C2/C(=O)NN(c3cc(Cl)cc(Cl)c3)C2=O)c1O
- mouse EphA4 binding = 1%
> CCn1c(O)c(C=NCc2cccs2)c(=O)n(CC)c1=S
- mouse EphA4 binding = 0%
> CCc1ccc(C(=O)CSC2=C(C#N)C(c3ccco3)C(C(C)=O)=C(C)N2)cc1 (stereo not drawn)
- mouse EphA4 binding = -2%
> N=c1c2c3c(sc2ncn1CCN1CCOCC1)CCCC3
- mouse EphA4 binding = -8%

Screening results deposited in PubChem BioAssay by Sanford-Burnham Center for Chemical Genomics.
